Screening results from PubChem.
RGS4 inhibitor – Inhibitors of Regulator of G Protein Signaling (RGS) 4: qHTS. 0.039% of 390,000 active. Transcreener GDP fluorescence polarization, RGS4-accelerated GTP hydrolysis. Potency, µM (series often up to 114 µM), for the others: at the top dose activity change, negative = inhibition, hits mostly inhibitors. Regulator of G-protein signaling 4 (Homo sapiens), P49798; also: potency is read from the fitted curve at half-maximal effect; % is scaled to controls: 0 for no effect and ±100 for the full control effect; nearly all actives have a fitted effect of over 75% in size; some results filed as inactive show a strong effect at the top dose
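MLSMR compounds (23 nl, pin-transferred) preincubated 10 min at room temperature with a 500nM (2x) first reagent, then RGS4 at 900nM (2x) plus Transcreener GDP mix added; fluorescence polarization (620/688 nm) read before and after 90 min at 30 °C.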
USP1-UAF1 inh – Inhibitors of USP1/UAF1: Primary Screen | Ubiquitin carboxyl-terminal hydrolase 1 (Homo sapiens), O94782 | recombinant USP1/UAF1, Ub-Rhodamine cleavage fluorescence | Potency, µM (series often up to 57.1 µM), inactives show at the highest dose activity change, negative = inhibition, hits mostly inhibitors | 0.23% of 390,000 active; also: potency is read from the fitted curve at half-maximal effect; % is scaled to controls: 0 for no effect and ±100 for the full control effect; nearly all actives have a fitted effect of over 60% in size; inactives centre near -12
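1 nM enzyme complex + cpd, 15 min RT; start with Ub-Rho 150nM final; kinetic fluorescence ex 480/em 540, 6 reads q60 s. Buffer 50mM HEPES pH 7.8, 0.5mM EDTA, 0.1 mg/ml BSA, 1mM TCEP, 0.01% Tween-20.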
Vif-APOBEC3F blk – qHTS for Inhibitors of Vif-A3F Interactions: qHTS | 0.2% of 390,000 active | Potency, µM (titrated, usually from 46.1 µM), for inactives: top-dose activity, negative = active | AID 602313, 2012 | HeLa A3F-eYFP + Vif (tagged APOBEC3F with the HIV-1 protein that degrades it), YFP fluorescence increase; also: potency is read from the fitted curve at half-maximal effect; % of control where 0% means no effect; nearly all actives have a fitted effect of over 65% in size
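HeLa cells stably expressing Vif plus C-terminally eYFP-tagged A3F were seeded, incubated overnight at 37 deg C, dosed with compound, incubated overnight again at 37 deg C. Yellow fluorescence (Ex 488/Em 500-530) reported blocked Vif-mediated A3F-eYFP degradation.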
Vif-APOBEC3G blk – qHTS for Inhibitors of Vif-A3G Interactions: qHTS. DNA dC->dU-editing enzyme APOBEC-3G (Homo sapiens), Q9HC16. HeLa A3G-eYFP + Vif (tagged APOBEC3G with the HIV-1 protein that degrades it), YFP fluorescence, overnight. Potency, µM (doses to about 46.1 µM), without a hit: top-dose activity, negative = active, hits mostly inhibitors. 0.076% of 410,000 active. AID 602310, 2012;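 also: potency is read from the fitted curve at half-maximal effect; % is scaled to controls: 0 for no effect and ±100 for the full control effect; nearly all actives have a fitted effect of over 60% in size; hits raise eYFP signal because A3G escapes Vif-driven loss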
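HeLa cells stably expressing Vif and C-terminally eYFP-tagged A3G, seeded overnight at 37 deg C, then exposed to compound by pintool overnight at 37 deg C. Rise in yellow fluorescence (Ex 488/Em 500-530, Acumen) marks blocked Vif-driven A3G degradation.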
Glioma ERSR ind – qHTS for Inducers of the Endoplasmic Reticulum Stress Response (ERSR) in Human Glioma: qHTS. U87-MG GRP78 promoter luciferase reporter, 16 h. Potency, µM, without a hit: top-dose activation, usual class: activators. 0.02% of 420,000 active; also: potency is read from the fitted curve at half-maximal effect; series mostly up to about 76 µM; % of control where 0% means no effect; nearly all actives have a fitted effect of over 35% in size
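Stably transfected U87-MG human glioma cells carrying a GRP78-based luminescent sensor were seeded at 1000 cells/well, pin-dosed with compounds and incubated 16 h. Luciferase reagent was then added, and end-point luminescence was read after 10 min at room temperature.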
TrxR1 inh – qHTS Assay for Inhibitors of Mammalian Selenoprotein Thioredoxin Reductase 1 (TrxR1): qHTS; Thioredoxin reductase 1, cytoplasmic (Rattus norvegicus), O89049; recombinant rTrxR1, NADPH fluorescence consumption, selenite substrate; Potency, µM (top dose mostly 114 µM), for inactives: at the top dose activity change, negative = inhibition, actives largely listed as inhibitors; 1% of 390,000 active; AID 588453, 2011; also: potency is read from the fitted curve at half-maximal effect; % is scaled to controls: 0 for no effect and ±100 for the full control effect; nearly all actives have a fitted effect of over 65% in size
Target sequence (O89049 whole entry, looked up): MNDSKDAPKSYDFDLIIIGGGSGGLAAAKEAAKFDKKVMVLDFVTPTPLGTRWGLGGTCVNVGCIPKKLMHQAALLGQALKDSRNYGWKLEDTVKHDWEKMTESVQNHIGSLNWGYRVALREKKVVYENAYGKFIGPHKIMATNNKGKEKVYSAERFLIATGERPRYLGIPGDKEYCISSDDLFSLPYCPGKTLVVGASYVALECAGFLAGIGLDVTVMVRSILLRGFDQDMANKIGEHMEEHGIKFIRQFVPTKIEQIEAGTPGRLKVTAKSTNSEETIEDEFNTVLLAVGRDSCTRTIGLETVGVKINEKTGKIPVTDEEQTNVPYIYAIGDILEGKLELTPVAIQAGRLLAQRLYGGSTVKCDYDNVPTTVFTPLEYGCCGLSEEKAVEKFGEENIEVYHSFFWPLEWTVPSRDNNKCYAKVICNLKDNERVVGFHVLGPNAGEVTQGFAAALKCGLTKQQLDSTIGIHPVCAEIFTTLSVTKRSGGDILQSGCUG
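Rat TrxR1 (90 nM in the dispensed reagent) was pre-reduced with 400 uM NADPH for 5 min at room temperature, then incubated with compound for 15 min. After 400 uM selenite was added, NADPH fluorescence (Ex 340/Em 450 nm) was followed for 8 min.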
TrxR1 substrate – qHTS Assay for Substrates of Mammalian Selenoprotein Thioredoxin Reductase 1 (TrxR1): qHTS. AID 588456, 2011. Thioredoxin reductase 1, cytoplasmic (Rattus norvegicus), O89049. Potency, µM (titrated, usually from 114 µM), without a hit: at the highest dose activity change, negative = substrate turnover. 0.01% of 390,000 active. purified TrxR1 substrate turnover, NADPH consumption readout; also: potency is read from the fitted curve at half-maximal effect; % is scaled to controls: 0 for no effect and ±100 for the full control effect; nearly all actives have a fitted effect of over 50% in size
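Rat TrxR1, dispensed at 90 nM, was prereduced with 400 uM NADPH (final) for 5 min at ~22 deg C, then incubated with compound 15 min before 400 uM selenite. A first-read NADPH fluorescence drop versus no-compound background flagged substrates.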
mIDH1 inhibitor – qHTS for Inhibitors of mutant isocitrate dehydrogenase 1 (IDH1): qHTS; AID 602179, 2012; IDH1-R132H enzyme, NADPH consumption, diaphorase/resazurin fluorescence; 0.093% of 390,000 active; Potency, µM (titrated, usually from 76.6 µM), inactives show top-dose activity change, negative = inhibition, actives largely listed as inhibitors; Isocitrate dehydrogenase [NADP] cytoplasmic (Homo sapiens), O75874; also: potency is read from the fitted curve at half-maximal effect; % is scaled to controls: 0 for no effect and ±100 for the full control effect; nearly all actives have a fitted effect of over 65% in size
Target sequence (O75874 whole entry R132H, stated change not applied): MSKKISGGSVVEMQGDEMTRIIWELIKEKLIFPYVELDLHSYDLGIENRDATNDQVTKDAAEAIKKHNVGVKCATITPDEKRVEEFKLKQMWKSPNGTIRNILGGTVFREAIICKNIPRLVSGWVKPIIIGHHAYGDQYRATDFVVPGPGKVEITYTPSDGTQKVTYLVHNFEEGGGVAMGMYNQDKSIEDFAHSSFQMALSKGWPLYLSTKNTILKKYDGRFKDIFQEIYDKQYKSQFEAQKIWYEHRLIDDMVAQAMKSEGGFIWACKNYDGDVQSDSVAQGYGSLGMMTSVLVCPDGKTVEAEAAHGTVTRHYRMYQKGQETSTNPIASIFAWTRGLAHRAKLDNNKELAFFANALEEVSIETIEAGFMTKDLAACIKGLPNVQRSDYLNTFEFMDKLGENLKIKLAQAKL
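IDH1-R132H (0.5 ug/mL dispensed) in pH 7.5 Tris buffer was preincubated 30 min with compound, then given a substrate mix of 0.016 mM NADPH and 2 mM alpha-KG for 80 min at room temperature; remaining NADPH was read by diaphorase/resazurin fluorescence.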
LDHA inh – qHTS assay for inhibitors of human lactate dehydrogenase | AID 1347041, 2019 | purified LDHA, NADH/diaphorase-resazurin fluorescence; active compounds read low | activity change, % (values are at about 110 or 230 µM) | 0.15% of 480,000 active | L-lactate dehydrogenase A chain (Homo sapiens), P00338; in the data active = activity change below about -30%; inconclusive = mostly about -25% to -30%;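 also: plate controls were DMSO wells for no effect and wells without enzyme for full effect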
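Remaining NADH was detected by diaphorase (0.133 mg/mL) converting 37 µM resazurin to fluorescent resorufin, read at 0 and 20 minutes. The preceding 5-minute room-temperature reaction used 2 nM LDHA, 0.2 mM sodium pyruvate and 0.06 mM NADH at pH 7.4.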
An asterisk follows results filed as active; u = inconclusive; x = no result given; [ ] = dose if it differs, or a comment. Unless noted, calls follow the shape of the dose curve; as a rule, active = well fitted curve in the direction sought with a large enough effect; inconclusive = small, poorly fitted or top-dose-only effect, or another doubt; inactive = no such curve, though single readings can be large; an effect the other way counts as inactive or inconclusive.

entry	SMILES	RGS4 inhibitor	USP1-UAF1 inh	Vif-APOBEC3F blk	Vif-APOBEC3G blk	Glioma ERSR ind
1	Cc1cc(/C=C2\SC(=S)NC2=O)c(C)n1-c1cccc(O)c1	7%[11.4 µM]	-20%	u	u	2%
2	Cc1ccc(OCCn2cc(C(=O)O)c3ccccc32)cc1	13%	-12%	-3%	2%	-2%
3	CCc1ccc(NC(=O)c2ccc(Cn3cc([N+](=O)[O-])cn3)cc2)cc1	-1%	-17%	6%	0%	-1%
4	Cc1cccn2c(=O)c(/C=C(\C#N)S(=O)(=O)c3ccc(Cl)cc3)c(N3CCC(C(N)=O)CC3)nc12	-31%	u	-10%	1%	0%
5	CCOC(=O)c1[nH]c(C)c(C(=O)NCCc2ccc(OC)cc2)c1C	-6%	-14%	-7%	4%	-2%
6	CCCCOC(=O)c1ccc(NC(=O)c2ccccc2OC)cc1	-5%	-12%	-16%	-15%	2%
7	CCOc1c(C=C(C#N)C#N)c2ccccc2n1CC	-33%	-12%	3%	-10%	-5%
8	Cc1ccc(Cl)cc1NC(=S)N(CCCN1CCN(C)CC1)Cc1cccs1	13%	-5%	5%	6%	-1%
9	CCCOC(=O)/C(=C\C=C\c1ccco1)NC(=O)c1ccccc1	-40%	-2%	u	-23%	9%
10	CC(NC(=O)c1ccc2c(c1)OCO2)c1ccccc1 (stereo unspecified)	-21%	-18%	7%	-1%	-3%

entry	TrxR1 inh	TrxR1 substrate	mIDH1 inhibitor	LDHA inh
1	-19%	-12%	-1%	-12
2	7%[57.1 µM]	-2%[57.1 µM]	3%	-9
3	16%	3%	-1%	-4
4	5%	-5%	u	-3
5	14%	4%	-2%	1
6	-15%	-17%	10%	-1
7	u	-13%	-3%	-4
8	15%[57.1 µM]	-5%	13%	-7
9	-26%[57.1 µM]	-2%[57.1 µM]	-2%	3
10	5%	-4%	1%	2

The list goes on:
entry	SMILES	RGS4 inhibitor	USP1-UAF1 inh	Vif-APOBEC3F blk	Vif-APOBEC3G blk	Glioma ERSR ind
11	CCCCc1n[nH]c2c1/C(=N/O)CC(c1ccccc1)C2 (stereo unspecified)	-1%	-5%	x	-1%	-4%
12	Cc1cc(C)n(C(=O)c2cccc([N+](=O)[O-])c2C)n1	-2%	-20%	12%	-1%	-3%
13	Cc1ccc(CNC(=O)CCNC(=O)Cn2ccc3ccccc3c2=O)o1	1%	-24%	-5%	0%	-3%
14	Cc1cc(C(=O)NC2CCCc3c2cnn3-c2ccc(C)c(C)c2)n(C)n1 (stereo unspecified)	2%	-16%	3%	1%	2%
15	O=C1CSC(c2cccc([N+](=O)[O-])c2)N1Cc1ccccc1 (stereo unspecified)	1%	-22%	-9%	-4%	-5%
16	O=c1[nH][nH]c(=O)c2cc(N3CCCC3)ccc12	17%	-19%	2%	0%	4%
17	Cc1ccc(C(=O)NC2CCN(Cc3ccccc3)CC2)cc1S(=O)(=O)N1CCOCC1	1%	-5%	5%	-3%	-2%
18	O=C(O)CC(NS(=O)(=O)c1ccc(Br)s1)c1ccccc1 (stereo unspecified)	18%	-11%	-4%	-1%	-2%
19	O=C(COc1ccccc1)NCC(=O)N/N=C/c1ccccc1	3%	-14%	7%	2%	-2%
20	O=C(Cn1ccc(NC(=O)OCc2ccccc2)nc1=O)NCCc1c[nH]c2ccccc12	8%	-14%	-4%	1%	1%

entry	TrxR1 inh	TrxR1 substrate	mIDH1 inhibitor	LDHA inh
11	-1%	-1%	-2%	-12
12	22%	1%	14%	-1
13	-20%	14%	2%	0
14	12%	7%	3%	0
15	26%	9%	-3%	-4
16	12%	35%[activator]	2%	-2
17	25%	9%	9%	1
18	21%	-1%	0%	-7
19	-8%	-8%	6%	0
20	8%[57.1 µM]	5%[57.1 µM]	-5%	-11

Going on with the list.
entry	SMILES	RGS4 inhibitor	USP1-UAF1 inh	Vif-APOBEC3F blk	Vif-APOBEC3G blk	Glioma ERSR ind
21	O=C1C=C(C2OC(CO)C(O)C2O)C(=O)N1 (stereo unspecified)	u	-10%	11%	u	-5%
22	COc1ccc(-n2ncc3c(NC4CCCC4)ncnc32)cc1	-8%	-29%	0%	-1%	-10%
23	CC(=O)NC(c1ccccc1)c1cc(Cl)c2cccnc2c1O (stereo unspecified)	-4%	-9%	u	-14%	-5%
24	CC1(C)CC2(CCO1)N1CC3(C)CN2CC(C)(C1)C3=O (stereo unspecified)	2%	-8%	1%	3%	-3%
25	CC(OC(=O)C1CC1)C(=O)Nc1cc(Cl)cc(Cl)c1 (stereo unspecified)	28%	-4%	7%	-3%	-2%
26	CC(C)OC(=O)CSc1nnc(CNc2cccc(Cl)c2)n1C	-16%	-11%	x	2%	0%
27	Cc1nc(Cc2ccccc2)sc1CC#N	13%	-7%	1%	3%	-1%
28	COc1ccc(C(=O)N2CCCc3ccccc32)cc1	21%	-9%	-10%	-1%	2%
29	CCNS(=O)(=O)c1ccc(C)c(-n2cnnn2)c1C	10%	2%	x	0%	-5%
30	O=C(CCc1ccc(F)c(F)c1)NC1CCCN(Cc2ccc(Cl)cc2)C1 (stereo unspecified)	4%	-10%	0%	0%	-3%

entry	TrxR1 inh	TrxR1 substrate	mIDH1 inhibitor	LDHA inh
21	7.1µM*	4%	-12%	-3
22	32%[57.1 µM]	18%[57.1 µM]	44%[activator]	0
23	-15%	-10%	-1%	5
24	13%	2%	-3%	-13
25	29%	2%	5%	-16
26	4%	6%	6%	10
27	-7%[2.29 µM]	-5%[2.29 µM]	-9%	-7
28	19%	6%	3%	-18
29	-9%	-5%	0%	-6
30	25%	1%	11%	-1

New compounds follow:
entry	SMILES	RGS4 inhibitor	USP1-UAF1 inh	Vif-APOBEC3F blk	Vif-APOBEC3G blk	Glioma ERSR ind
31	COCC(=O)N(Cc1cc2cc(C)ccc2[nH]c1=O)c1cccc(C)c1C	-22%	-15%	-2%	0%	-1%
32	COc1ccc(CNC(=O)CN2C(=O)CSc3ccc(S(=O)(=O)N4CCC(C)CC4)cc32)cc1	-5%	-15%	0%	4%	-3%
33	CCC(C)(C)NC(=O)C(c1ccncc1)N(C(=O)c1sc(C)nc1C)c1ccc(F)cc1 (stereo unspecified)	-13%	-14%	3%	-12%	-2%
34	CCc1nnc(NC(=O)[C@@H](NC(=O)c2cccc(C)c2)C(C)C)s1	-17%	-7%	-15%	-1%	1%
35	CCN1CCN(CCNC(=O)c2ccc3nc(-c4cccc(C)c4)c(-c4cccc(C)c4)nc3c2)CC1	-11%	-29%	-4%	3%	-2%
36	CNC(=O)C(=O)NCC(c1cccs1)S(=O)(=O)c1ccc(F)cc1 (stereo unspecified)	-8%[11.4 µM]	-17%	-1%	4%	-5%
37	C[n+]1ccc(C(=O)NCCC[N+](C)(C)C)cc1/C=N/O	-31%	-13%	-1%	-3%	-2%

entry	TrxR1 inh	TrxR1 substrate	mIDH1 inhibitor	LDHA inh
31	35%[activator]	17%	5%	3
32	1%[57.1 µM]	-6%[57.1 µM]	-3%	-4
33	8%[11.4 µM]	-3%[11.4 µM]	1%	-1
34	-9%	-9%	1%	-8
35	29%	55%[activator]	16%	1
36	-3%	0%	0%	-1
37	20%[57.1 µM]	-5%[57.1 µM]	-4%	-1

Some of the compounds tested; count on the stated rates, not on these rows.
